Screens (PubChem BioAssay)
UBC9 SUMO inh: inhibitors of human SUMOylation (UBC9). 290,000 compounds, 0.36% hits. HTRF SUMOylation assay, SAE1/SAE2 + UBC9, in vitro. AID 2006. inhibition, % at 35 µM; in the data active means inhibition above about 50%, passing the limit was not always enough; further: strong numbers were not always called active
Target sequence (P63279 whole entry, looked up): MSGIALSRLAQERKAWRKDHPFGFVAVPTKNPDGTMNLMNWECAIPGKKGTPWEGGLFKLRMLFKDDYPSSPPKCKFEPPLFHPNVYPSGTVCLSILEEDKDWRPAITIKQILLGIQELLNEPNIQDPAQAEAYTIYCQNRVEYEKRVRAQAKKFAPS
VIM-2 inhibitor: inhibitors of Pseudomonas aeruginosa VIM-2 metallo-beta-lactamase. inhibition, % at 5.6 µM. purified VIM-2, nitrocefin hydrolysis, epi-absorbance fluorescence. 290,000 compounds, 0.89% hits;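 active means inhibition above the mean of all tested compounds plus 3 SD, cutoff set per screening run, cut at about 7.5% in these data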;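 further: red hydrolysis product quenches plate fluorescence so inhibitors raise well fluorescence; 0% = enzyme with DMSO and 100% = DMSO without enzyme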
MEKK2 mut-MEK5: signal of MEK5 binding to mutant human MEKK2 PB1 domain. bead flow cytometry, Alexa488-MEK5 binding to MEKK2 mutant. percent response, % at 10 µM. 290,000 compounds, 0.35% hits; in the data active means percent response above about 24%, passing the limit was not always enough; further: inactives centre near 1; some results filed as inactive read as strong as hits
MEKK2 WT-MEK5: raises or lowers MEK5 binding to wildtype human MEKK2 PB1 domain; Q9Y2U5; bead flow cytometry, Alexa488-MEK5 binding to MEKK2 WT; actives lie on both sides; binding response (% of control), % at 10 µM; 290,000 compounds, 1.1% hits; AID 1531; in the data active means binding response below about 67% or above about 130%
IMP-1 inhibitor: blocks Pseudomonas aeruginosa IMP-1 metallo-beta-lactamase; inhibition, % at 5.6 µM; purified IMP-1, nitrocefin hydrolysis, epi-absorbance fluorescence; 290,000 compounds, 0.45% hits; AID 1556;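 active means inhibition above the mean plus 3 SD of all compounds in the same screening run, cut at about 4.5% in these data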;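 further: 0% = IMP-1 with DMSO and 100% = DMSO wells lacking enzyme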
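System: purified IMP-1; amount: IMP-1 0.2 nM before substrate addition; compound: single dose, 5.6 µM; times: 25 °C, 15 min preincubation, 25 min reaction; signal: Epi-absorbance via hydrolysed-nitrocefin quenching of white-plate fluorescence, 480/530 nm, EDTA stop; benchmarks: DMSO with and without IMP-1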
DNA FID counter: counter-screen for HCV NS3 helicase inhibitors: DNA intercalator displacement; DNA fluorescent intercalator displacement, fluorescence; inhibition, % at 7.9 µM; 290,000 compounds, 0.17% hits; AID 1845; in the data active means inhibition above about 37%;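 further: 0% = vehicle and 100% = reference compound; higher means more ethidium bromide displaced from hairpin DNA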
NALP1 yeast inh: blocks the NALP1 inflammasome reconstituted in yeast. S. cerevisiae NALP1/ASC/caspase-1 growth, X-gal OD620, 72 h. inhibition, % at 10 µM. 280,000 compounds, 0.61% hits. AID 2071; in the data active means inhibition mostly above about 24%, no sharp cut-off; inactive means mostly below about 32%; further: some compounds called inactive have numbers as strong as hits
M18AAP inhibitor: blocks P. falciparum M18 aspartyl aminopeptidase. recombinant PfM18AAP, H-Glu-NHMec fluorogenic cleavage. 290,000 compounds, 1.2% hits. inhibition, % at 7.35 µM;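 active means inhibition above the campaign mean inhibition over all tested compounds plus 3 SD, cut at about 28% in these data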;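 further: 0% = plate median of test compound wells and 100% = 2 mM ZnCl2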
NS3 helicase inh: blocks Hepatitis C virus NS3 helicase unwinding; NS3 helicase DNA unwinding, Cy5 molecular beacon fluorescence; inhibition, % at 10.9 µM; 290,000 compounds, 0.56% hits;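 active means inhibition above the mean of all tested compounds plus 3 SD, set per campaign, cut at about 35% in these data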;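 further: 0% = DMSO wells and 100% = thioflavine S control wells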
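Control set: DMSO versus 110 µM thioflavine S; Material: NS3 helicase fragment of HCV; Measured by: Cy5 fluorescence at 0 and 60 min, beacon hairpin quenching; Read-out basis: percent inhibition from t60/t0 fluorescence ratio; Times: reaction time 60 min, 25 °C; Repeats: single replicate; Compound dosing: single dose, 10.9 µM nominal final, DMSO 0.8% final.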
An asterisk follows results filed as active; nt = no result given.

SMILES | UBC9 SUMO inh | VIM-2 inhibitor | MEKK2 mut-MEK5 | MEKK2 WT-MEK5 | IMP-1 inhibitor | DNA FID counter | NALP1 yeast inh | M18AAP inhibitor | NS3 helicase inh
Cc1cc(=O)oc2cc(OCC(=O)N3CCc4ccccc4C3)ccc12 | 21.8 | -0.4 | 11.0 | 99.0 | -1.3 | -24.5 | 0.0 | 3.9 | -9.1
COc1ccc(C(C)=O)cc1CSc1nc2cc(C(=O)O)ccc2c(=O)n1Cc1ccccc1 | 21.6 | -1.6 | -1.0 | 96.0 | -2.5 | -27.4 | 33.3 | -3.8 | 17.4
C=C(C(=O)O)C(CCCCCC)C(=O)O (centres undefined) | -0.7 | 3.6 | -12.0 | 86.0 | 13.7* | -6.2 | 1.9 | -0.8 | 11.6
COc1ccccc1C(=O)Nc1nnc(SCC(=O)Nc2ccc3c(c2)oc2ccccc23)s1 | 10.7 | -2.3 | -1.0 | 99.0 | -2.4 | -0.9 | 35.8 | 2.5 | -25.7
CCN(CC)N=Nc1ccc(S(N)(=O)=O)cc1 | 15.6 | -1.6 | -8.0 | 87.0 | -4.2 | -6.1 | 21.0 | 2.3 | 2.0
COc1ccc(-n2c(C)c(C)c3c(NCCCN(C)C)ncnc32)cc1 | 1.6 | 1.1 | -5.0 | 101.0 | -2.1 | 15.1 | 21.9 | 2.2 | -1.9
CCC(C)[C@H](NC(=O)CCn1nnc2ccccc2c1=O)C(=O)O (some centres undefined) | 17.0 | -1.4 | -4.0 | 100.0 | -2.4 | -3.3 | 29.3 | -5.6 | 6.6
Cc1ccccc1-n1ncc2c1CC(C)(C)CC2NC(=O)CN1CCCC1=O (centres undefined) | 11.1 | -0.8 | 6.0 | 108.0 | 0.4 | -24.9 | 14.4 | -6.7 | 0.2
CC(C)NC(=O)C1CCN(c2ccc(S(=O)(=O)N3CCOCC3)cc2Cl)CC1 | 22.1 | -4.9 | -2.0 | 96.0 | -3.5 | -19.5 | nt | 2.1 | 5.6
CC1CCCC(C)N1C(=O)COC(=O)c1ccc2c(c1)OCO2 (centres undefined) | 18.0 | -2.4 | -5.0 | 97.0 | -3.1 | -7.7 | 12.6 | 1.5 | 2.5
COc1cccc(C2=CC(c3ccc(OC)c(OC)c3)NC(=S)N2)c1 (centres undefined) | 4.2 | -1.6 | -8.0 | 91.0 | -1.0 | -10.3 | 9.0 | -1.3 | -10.3
CN(C)C(=O)c1nc2ccc(Cl)cn2c1CNCc1ccccc1OC(F)(F)F | 16.2 | -0.9 | -1.0 | 98.0 | -0.5 | -11.3 | 2.2 | -0.7 | -3.4
O=C(NC(Nc1nc2ccc([N+](=O)[O-])cc2s1)(C(F)(F)F)C(F)(F)F)c1cccnc1 | 5.9 | -2.2 | 19.0 | 104.0 | -2.0 | -3.2 | 23.4 | 2.8 | 2.7
Cc1sc2c(c1C)c(=O)n(-c1ccccc1)c(=O)n2CC(=O)NCC1CCCO1 (centres undefined) | 3.2 | -3.8 | 5.0 | 104.0 | -2.9 | 0.1 | 5.9 | -2.9 | 4.3
CCc1cc2c(=O)c(-c3cscn3)coc2cc1O | 20.6 | 1.5 | nt | nt | 0.4 | 5.2 | 9.7 | -9.4 | 1.9
Cn1ccnc1SCc1cn2cc(Br)ccc2n1 | 15.1 | 0.3 | 12.0 | 102.0 | -0.8 | 0.3 | 13.0 | -5.2 | -2.0
Cc1cc(C(=O)CSc2nc(N)cc(N)n2)c(C)n1CCc1ccc(F)cc1 | -6.5 | -2.5 | -1.0 | 100.0 | -0.2 | -6.4 | 41.0 | 27.9 | 5.4
CCOc1ncccc1C(=O)OCC(=O)c1c(N)n(C)c(=O)n(C)c1=O | 25.4 | -1.9 | -1.0 | 91.0 | -3.7 | -4.5 | 0.3 | -1.8 | -12.0
CCOC(=O)c1ccc(N2CCOCC2)c(NC(=O)COCC(=O)O)c1 | 11.3 | 0.3 | 1.0 | 100.0 | -1.6 | -8.8 | 49.5 | -5.7 | -3.0
Cc1ccc(C)c(N2C(=O)c3cc(N4CCOCC4)c([N+](=O)[O-])cc3C2=O)c1 | 15.4 | -0.6 | -1.0 | 99.0 | -0.3 | -3.5 | 29.9 | -6.8 | 5.6
CC1Oc2ccccc2N(CC(=O)NCc2cccs2)C1=O (centres undefined) | -2.6 | 0.8 | 4.0 | 100.0 | -2.4 | 3.8 | 1.2 | -0.7 | -9.0
CCOC(=O)c1ccc(NC(=S)N2CCSC2c2ccc(Cl)cc2)cc1 (centres undefined) | -1.9 | -2.1 | 2.0 | 132.0 | -1.3 | 5.0 | 21.1 | 2.6 | 5.4
CC1(c2cccc(Br)c2)NC(=O)NC1=O (centres undefined) | 18.8 | 0.2 | 4.0 | 104.0 | -0.6 | -2.8 | 6.9 | -10.7 | 15.8
Cc1cccc(NC(=S)N2CCOCC2)c1C | 16.1 | -2.8 | 4.0 | 110.0 | -3.2 | 1.4 | 16.2 | 0.8 | 2.9
C/C(=N\NC(=O)Cc1ccccc1)c1ccc(Br)s1 | 7.7 | 0.6 | 4.0 | 108.0 | 2.2 | -9.2 | -16.2 | -6.7 | -6.8

5 compounds from above, arranged by their value in NS3 helicase inh, high to low:
compound | UBC9 SUMO inh | VIM-2 inhibitor | MEKK2 mut-MEK5 | MEKK2 WT-MEK5 | IMP-1 inhibitor | NALP1 yeast inh | M18AAP inhibitor | NS3 helicase inh
CC(C)NC(=O)C1CCN(c2ccc(S(=O)(=O)N3CCOCC3)cc2Cl)CC1 | 22.1 | -4.9 | -2.0 | 96.0 | -3.5 | nt | 2.1 | 5.6
Cc1ccccc1-n1ncc2c1CC(C)(C)CC2NC(=O)CN1CCCC1=O (centres undefined) | 11.1 | -0.8 | 6.0 | 108.0 | 0.4 | 14.4 | -6.7 | 0.2
CN(C)C(=O)c1nc2ccc(Cl)cn2c1CNCc1ccccc1OC(F)(F)F | 16.2 | -0.9 | -1.0 | 98.0 | -0.5 | 2.2 | -0.7 | -3.4
COc1cccc(C2=CC(c3ccc(OC)c(OC)c3)NC(=S)N2)c1 (centres undefined) | 4.2 | -1.6 | -8.0 | 91.0 | -1.0 | 9.0 | -1.3 | -10.3
COc1ccccc1C(=O)Nc1nnc(SCC(=O)Nc2ccc3c(c2)oc2ccccc23)s1 | 10.7 | -2.3 | -1.0 | 99.0 | -2.4 | 35.8 | 2.5 | -25.7

Remaining list, next part.
SMILES | UBC9 SUMO inh | VIM-2 inhibitor | MEKK2 mut-MEK5 | MEKK2 WT-MEK5 | IMP-1 inhibitor | DNA FID counter | NALP1 yeast inh | M18AAP inhibitor | NS3 helicase inh
COc1cccc(/C=C/C(=O)OCC(=O)NCC2CCCO2)c1OC (centres undefined) | 9.4 | 4.1 | -1.0 | 97.0 | -0.9 | -16.9 | 9.0 | 4.5 | 0.0
N#Cc1c(NC(=O)C(=O)NCCCN2CCOCC2)sc2c1CCCC2 | -7.6 | -0.3 | 2.0 | 98.0 | -2.4 | 10.9 | 19.5 | 4.1 | -6.5
CN1c2cccc3cccc(c23)N(C)C1c1cccs1 | 41.0 | -0.8 | 2.0 | 105.0 | -6.0 | 2.4 | 14.4 | 10.9 | -5.9
N#Cc1c(N)nc2c(c1-c1ccncc1)CCCCC2 | -11.6 | -1.2 | 1.0 | 99.0 | -0.9 | -5.9 | -6.7 | -0.6 | 3.8
Cc1ccc(S(=O)(=O)Nc2ccccc2-c2ccccc2)cc1 | -10.1 | -2.4 | 6.0 | 99.0 | -3.8 | -16.4 | -6.5 | -9.3 | -7.1
COc1ccc(N2C(=O)c3ccccc3NC23CCCCC3)cc1 | 13.3 | -1.1 | 5.0 | 103.0 | -1.4 | 2.8 | -2.7 | -6.0 | -1.3
COC(=O)c1ccc2[nH]c3cccc(/C(=C/c4ccccc4)c4ccccc4)c3c2c1 | 8.0 | -1.0 | -1.0 | 95.0 | -2.0 | -2.8 | -12.4 | 4.9 | 5.8
COc1ccc(C(=O)Nc2nnc(Cc3ccc(OC)c(OC)c3)s2)cc1 | -12.0 | -0.7 | -8.0 | 95.0 | 0.2 | -19.6 | 16.4 | -11.5 | 10.4
COCCCNC(=O)CSc1ccsc1[N+](=O)[O-] | 17.3 | -2.7 | 1.0 | 103.0 | -1.9 | -0.7 | 8.1 | 5.6 | -2.7
C=CCn1c(SCc2nc3sc(C(=O)O)c(C)c3c(=O)[nH]2)nnc1-c1ccc(C(C)(C)C)cc1 | 24.9 | -4.3 | 3.0 | 104.0 | -3.6 | -31.1 | -11.7 | 14.2 | 15.7
O=C(NNc1ccccc1[N+](=O)[O-])Nc1ccc(Cl)c(Cl)c1 | -7.4 | -1.7 | 0.0 | 111.0 | -1.8 | 7.6 | 10.2 | 27.8 | 10.2
NNC(=O)CSc1nnc(-c2ccccc2)n1-c1ccccc1 | -14.5 | -1.5 | -7.0 | 94.0 | -1.1 | -25.2 | 4.4 | -0.1 | 1.9
COc1cccc(-c2nn(-c3ccccc3)cc2/C=C\C(=O)c2cccs2)c1 | -13.8 | -0.5 | 5.0 | 108.0 | 0.6 | -9.7 | -16.8 | 5.2 | 11.0
COC(=O)CNC(=O)c1ccccc1F | 22.5 | -2.2 | -1.0 | 99.0 | 0.6 | -0.7 | 1.6 | 1.5 | -0.6
COc1ccc(C(=O)NCC2CCCO2)cc1OC (centres undefined) | -5.3 | -3.3 | 8.0 | 112.0 | -3.2 | 0.6 | nt | -0.9 | -14.3
Cc1cccc(N2CCN(Cc3cnc(Cl)s3)CC2C)c1 (centres undefined) | -10.2 | 0.2 | -10.0 | 81.0 | -0.5 | -3.5 | 19.7 | -5.9 | -5.3
CCOC(=O)c1ccc(NC(=O)c2cccc(C)c2[N+](=O)[O-])cc1 | 15.4 | -2.5 | -6.0 | 96.0 | -1.2 | 6.8 | 8.2 | 10.9 | -2.0
COc1ccccc1C(=O)Nc1ccccc1C(=O)NCc1ccco1 | 10.0 | -3.8 | 10.0 | 107.0 | -2.0 | -22.7 | 2.6 | 7.3 | -2.4
CCC(C)N1CC(=O)N2Cc3[nH]c4ccccc4c3C[C@H]2C1=O (some centres undefined) | 13.9 | -2.0 | 10.0 | 109.0 | -2.3 | -13.3 | -3.2 | -9.3 | -4.2
COc1ccc(-c2cc([C@H]3[C@@H]4C=CCC[C@@]4(C)C(=O)N3Cc3ccccc3)ccc2F)cc1OC | -18.0 | nt | 2.0 | 97.0 | nt | nt | -4.8 | nt | nt
CCC(=O)Nc1c(S(=O)(=O)c2ccc(C)cc2)c2nc3ccccc3nc2n1C(C)c1ccccc1 (centres undefined) | -3.6 | -0.2 | 7.0 | 100.0 | -2.9 | -10.0 | 9.8 | -0.3 | -10.6
O=C(C1CC1)N1CCc2[nH]c3ccccc3c2C1 | -13.9 | -3.9 | 4.0 | 98.0 | -3.6 | -4.7 | -0.1 | 5.3 | 6.6

In a second layout: 2 of the compounds above.
Below each compound: UBC9 SUMO inh, VIM-2 inhibitor, MEKK2 mut-MEK5, MEKK2 WT-MEK5, IMP-1 inhibitor, DNA FID counter, NALP1 yeast inh, M18AAP inhibitor, NS3 helicase inh
C=CCn1c(SCc2nc3sc(C(=O)O)c(C)c3c(=O)[nH]2)nnc1-c1ccc(C(C)(C)C)cc1
 : 24.9, -4.3, 3.0, 104.0, -3.6, -31.1, -11.7, 14.2, 15.7
O=C(NNc1ccccc1[N+](=O)[O-])Nc1ccc(Cl)c(Cl)c1
 : -7.4, -1.7, 0.0, 111.0, -1.8, 7.6, 10.2, 27.8, 10.2
